Compound activity from PubChem BioAssay.
Rad51 HR inh – human RAD51 strand exchange inhibitors, primary screen, biochemical, fluorescence. DNA repair protein RAD51 homolog 1 (Homo sapiens), Q06609. inhibition, % at 10 µM. 200,000 tested, 0.085% active. hRad51 DNA strand exchange, fluorescence dequenching;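 active means inhibition above 40% at the single screening dose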;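 further: 0% = DMSO control wells and 100% = blanks with heterologous ssDNA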
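Test system: preformed human Rad51 ssDNA filaments. Compound dosing: single dose, 10 µM final compound. Incubation: filaments 15 min 37 °C, then compound 30 min. Technique: FRET fluorescence dequenching, excitation 485 nm, emission 520 nm. Read-out basis: percent inhibition from fluorescence, normalised to plate control and blank means. Benchmarks: plate controls and plate blanks.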
KCC2 mod – KCC2 cotransporter modulators, thallium flux, primary screen, cell-based, HEK293 KCC2, FluoZin-2 fluorescence, MLSMR. B-score of Tl+ flux slope (higher = more flux/activation; lower = inhibition) at 10 µM. KCC2 cells, thallium flux FluoZin-2 fluorescence. AID 1456, 2008. 190,000 tested, 2.2% active;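 active means thallium flux slope and its plate-corrected score both differing from the plate sample mean at a set confidence after two filtering rounds, in either direction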;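 further: slope of fluorescence scaled to starting intensity during 10 to 20 s after thallium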
Target sequence (Q9H2X9 whole entry, looked up): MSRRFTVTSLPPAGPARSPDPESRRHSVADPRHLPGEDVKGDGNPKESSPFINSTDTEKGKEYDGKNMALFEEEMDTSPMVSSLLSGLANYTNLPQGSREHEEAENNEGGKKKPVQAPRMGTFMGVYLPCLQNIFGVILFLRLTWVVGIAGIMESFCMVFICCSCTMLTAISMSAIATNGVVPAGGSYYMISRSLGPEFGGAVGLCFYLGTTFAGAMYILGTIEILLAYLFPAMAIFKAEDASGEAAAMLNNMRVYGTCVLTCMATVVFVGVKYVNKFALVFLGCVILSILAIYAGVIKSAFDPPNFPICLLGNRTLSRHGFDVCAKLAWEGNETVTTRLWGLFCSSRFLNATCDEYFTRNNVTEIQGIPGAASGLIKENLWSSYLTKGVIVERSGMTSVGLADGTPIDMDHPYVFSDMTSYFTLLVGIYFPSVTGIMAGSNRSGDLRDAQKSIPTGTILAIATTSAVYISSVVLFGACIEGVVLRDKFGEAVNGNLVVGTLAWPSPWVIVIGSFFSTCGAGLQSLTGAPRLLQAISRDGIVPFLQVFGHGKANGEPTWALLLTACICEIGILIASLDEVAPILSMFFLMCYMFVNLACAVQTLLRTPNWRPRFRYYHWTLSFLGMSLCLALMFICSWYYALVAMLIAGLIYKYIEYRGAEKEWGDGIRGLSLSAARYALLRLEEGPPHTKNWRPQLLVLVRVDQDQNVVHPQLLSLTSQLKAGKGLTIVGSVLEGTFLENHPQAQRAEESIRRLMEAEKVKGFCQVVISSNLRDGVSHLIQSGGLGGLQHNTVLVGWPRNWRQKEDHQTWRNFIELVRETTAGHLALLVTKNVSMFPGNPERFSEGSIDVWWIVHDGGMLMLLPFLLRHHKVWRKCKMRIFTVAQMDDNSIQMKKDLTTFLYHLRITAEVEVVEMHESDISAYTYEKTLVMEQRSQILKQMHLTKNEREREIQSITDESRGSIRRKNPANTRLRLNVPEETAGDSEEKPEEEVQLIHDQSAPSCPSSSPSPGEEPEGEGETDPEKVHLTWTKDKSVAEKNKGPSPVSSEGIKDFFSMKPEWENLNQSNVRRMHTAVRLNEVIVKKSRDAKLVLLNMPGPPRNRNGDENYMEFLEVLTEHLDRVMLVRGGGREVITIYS
thrombin 1536 – human alpha-thrombin inhibitors, primary screen, counter-screen for coagulation protease inhibitor project, biochemical, 1536-well, fluorogenic AMC substrate; 220,000 tested, 0.26% active; AID 1046, 2008; Boc-VPR-AMC fluorogenic substrate cleavage; inhibition, % at 5 µM; Prothrombin (Homo sapiens), P00734;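 active means inhibition at or above 40%; inactive means inhibition below 40%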;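 further: 0% = enzyme with no compound and 100% = wells without enzyme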
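System: human alpha-thrombin protein; Compound dosing: one concentration per compound, 5 µM, with 0.2% DMSO; Timing: reaction at room temperature; Technique: AMC fluorescence, 355/460 nm; Controls: enzyme without compound as high, wells lacking enzyme as low.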
FXIIa inh – human FXIIa protease inhibitors, primary screen, biochemical, 1536-well; purified FXIIa, Boc-QGR-AMC fluorogenic substrate, 2 h; inhibition, % at 5 µM; 220,000 tested, 0.3% active; in the data active means inhibition above about 40%;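 further: 0% = enzyme with no compound and 100% = blank without enzyme; many of its hits are not listed in these tables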
TNF death inh – inhibitors of TNF-alpha triggered necroptosis, primary screen, cell-based, Jurkat FADD-/-, single concentration; Jurkat FADD-/- TNF necroptosis rescue, ATP luminescence, 24 h; 0 = TNF only, 100 = no-TNF cells; activation (protection from cell death), % at 10 µM; 220,000 tested, 0.068% active;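 active means activation, meaning protection from cell death, of at least 50% relative to plate controls; inactive means activation below 50%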;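 further: necroptosis triggered by 40 ng/mL TNF-alpha added together with compound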
hK5 inh – human KLK5 protease inhibitors, primary screen, biochemical, 1536-well | Kallikrein-5 (Homo sapiens), Q9Y337 | recombinant hK5, fluorogenic AMC substrate cleavage | inhibition, % at 5 µM | 210,000 tested, 0.59% active | AID 873, 2007;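 active means inhibition of 40% or more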;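 further: 0% = enzyme controls without compound and 100% = no-enzyme blanks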
zVAD death inh – inhibitors of zVAD-triggered necroptosis, primary screen, L929 cells. viability rescue, % at 10 µM. 220,000 tested, 0.38% active. AID 1377, 2008. L929 zVAD necroptosis rescue, ATP luminescence, 24 h; with zVAD 60 µM;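 active means activation, scaled between plate controls, above about 75%, limit read from the data; inactive means activation under that limit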;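 further: 0% = zVAD with DMSO and 100% = DMSO alone without zVAD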
FXIa inh – human FXIa protease inhibitors, primary screen, biochemical, 1536-well | Coagulation factor XI (Homo sapiens), P03951 | purified FXIa, Boc-Glu-Ala-Arg-AMC fluorogenic substrate | inhibition, % at 5 µM | 220,000 tested, 0.14% active;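 active means inhibition of at least 40%; inactive means inhibition below 40%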;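 further: fluorescence of freed AMC excited at 355 nm; 0% = enzyme without compound and 100% = no enzyme blank; many of its hits are not listed in these tables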
Hck Nef HTS – inhibitors of Nef-activated human Hck kinase, primary screen, biochemical, Z-Lyte FRET, 384-well, Hck-YEEI. Tyrosine-protein kinase HCK (Homo sapiens), P08631. 220,000 tested, 0.68% active. inhibition, % at 20 µM. AID 463187, 2010. Recombinant Hck-YEEI plus Nef, Z-Lyte FRET kinase assay;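 active means Hck-Nef kinase inhibition above about 50%, limit read from the data; inactive means inhibition below that limit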;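 further: 0% = DMSO with Hck plus Nef and 100% = Hck alone without Nef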
* = called active by the depositor.

How did CCOc1ccc(C2CC(c3ccc(OC)cc3)n3ncnc3N2)cc1 (stereo not drawn) do in these assays?
Rad51 HR inh: -3.6; KCC2 mod: 1.25; thrombin 1536: -2.6; FXIIa inh: 6.7; TNF death inh: -0.5; hK5 inh: 0.1; zVAD death inh: -0.1; FXIa inh: -0.5; Hck Nef HTS: 2.4

Results for O=C1[C@@H]2[C@H](C(=O)N1O)[C@H]1C=C[C@@H]2C1 ?
Rad51 HR inh: -6.9; KCC2 mod: 0.313; thrombin 1536: -0.2; FXIIa inh: 10.3; TNF death inh: -2.0; hK5 inh: -15.2; zVAD death inh: -0.2; FXIa inh: 2.8; Hck Nef HTS: 2.5

Results for CC(=O)Nc1sc(N/N=C/c2ccc(N(C)C)cc2)nc1-c1ccc(C)cc1 ?
KCC2 mod: -0.108; thrombin 1536: -13.1; FXIIa inh: 1.4; TNF death inh: -1.9; hK5 inh: -1.0; zVAD death inh: 1.1; FXIa inh: 0.2; Hck Nef HTS: 40.5

What do the screens show for `CCOc1ccccc1Nc1nnc(SCC(=O)NC(Cc2c[nH]c3ccccc23)C(=O)O)s1` (stereo not drawn)?
Rad51 HR inh: -71.4; thrombin 1536: 5.3; FXIIa inh: 1.9; TNF death inh: 0.7; hK5 inh: -2.7; zVAD death inh: 2.9; FXIa inh: 0.2; Hck Nef HTS: 17.5

How did CNC(=O)CCc1ccc(OC)cc1 do in these assays?
Rad51 HR inh: 6.3; KCC2 mod: 0.104; thrombin 1536: 6.5; FXIIa inh: 11.9; TNF death inh: 1.3; hK5 inh: 3.3; zVAD death inh: 1.1; FXIa inh: 3.4; Hck Nef HTS: 42.2

What do the screens show for `Cc1nc(NNC(=O)c2ccccc2)cc(-c2ccccc2)n1`?
Rad51 HR inh: -6.3; KCC2 mod: 0.661; thrombin 1536: -2.5; FXIIa inh: 6.2; TNF death inh: 1.5; hK5 inh: -13.2; zVAD death inh: -0.5; FXIa inh: -2.9; Hck Nef HTS: 2.7

Results for Cn1c(=O)n(Cc2ccccc2Br)c2ccccc21 ?
Rad51 HR inh: 2.7; KCC2 mod: -0.665; FXIIa inh: 2.8; TNF death inh: -2.1; hK5 inh: -3.8; zVAD death inh: 0.4; FXIa inh: 1.2; Hck Nef HTS: 26.8

Results for CN(CC(=O)Nc1ccc(Cl)c(C(F)(F)F)c1)C(=O)/C=C/c1ccco1 ?
Rad51 HR inh: 0.6; KCC2 mod: -1.31; thrombin 1536: -5.8; FXIIa inh: 15.9; TNF death inh: 0.3; hK5 inh: -15.7; zVAD death inh: 0.8; FXIa inh: 3.7; Hck Nef HTS: -3.6

Results for Fc1ccc(OCCCCCCN2CCCC2)cc1 ?
Rad51 HR inh: 2.2; KCC2 mod: 0.367; thrombin 1536: 1.5; FXIIa inh: 24.7; TNF death inh: -1.1; hK5 inh: 5.7; zVAD death inh: 0.2; FXIa inh: 7.1; Hck Nef HTS: 0.5

How did CC(C)Nc1nc(NC(C)C)nc(N(C)C(N)=O)n1 do in these assays?
Rad51 HR inh: 9.5; KCC2 mod: 0.318; thrombin 1536: -4.6; FXIIa inh: 15.0; TNF death inh: -6.4; hK5 inh: 9.0; zVAD death inh: 0.5; FXIa inh: -5.3; Hck Nef HTS: 1.3

Results for CC12CC3CC(C)(C1)CC(C(=O)NC(=S)N1CCOCC1)(C3)C2 ?
Rad51 HR inh: -17.5; KCC2 mod: 4.99*; thrombin 1536: 3.1; FXIIa inh: 18.4; TNF death inh: -2.9; hK5 inh: 3.5; zVAD death inh: 0.4; FXIa inh: -3.2; Hck Nef HTS: -0.4

How did CC1(C)Cc2c(sc(NC(=O)c3ccccc3)c2C(=O)O)CO1 do in these assays?
KCC2 mod: -0.621; thrombin 1536: 5.1; FXIIa inh: 12.6; TNF death inh: 0.3; zVAD death inh: 1.4; FXIa inh: 5.3; Hck Nef HTS: 9.3

Results for Cn1c(NCCCO)nc2ccccc21 ?
Rad51 HR inh: 13.8; KCC2 mod: -0.0259; thrombin 1536: -8.3; FXIIa inh: 15.0; TNF death inh: -0.1; hK5 inh: -11.8; zVAD death inh: -0.4; FXIa inh: 3.2; Hck Nef HTS: -1.2

How did CSc1nc(NC(C)=O)nc(C)c1Br do in these assays?
Rad51 HR inh: -2.9; KCC2 mod: 0.416; thrombin 1536: -2.7; FXIIa inh: 12.8; TNF death inh: -2.2; hK5 inh: -8.8; zVAD death inh: -0.8; FXIa inh: 5.6; Hck Nef HTS: 7.6

Results for CC(C)CCC(CCN1CCOCC1)c1ccc2c(c1)OCO2 (stereo not drawn) ?
Rad51 HR inh: -2.7; KCC2 mod: -1.42; thrombin 1536: -1.6; FXIIa inh: 9.3; TNF death inh: 0.7; hK5 inh: -7.0; zVAD death inh: -1.4; FXIa inh: -3.1; Hck Nef HTS: 0.2

Results for Cc1ccccc1N=Cc1cc2c(cc1O)OC(N)=C(C#N)C2c1ccccc1 (stereo not drawn) ?
Rad51 HR inh: inactive; KCC2 mod: -0.273; thrombin 1536: -6.6; FXIIa inh: 0.8; TNF death inh: -0.8; hK5 inh: -2.5; zVAD death inh: 0.1; FXIa inh: 0.9; Hck Nef HTS: 5.8

What do the screens show for `Cc1ccc(-n2nnnc2SCC(=O)c2cc(C)n(-c3cc(C)on3)c2C)c(C)c1`?
Rad51 HR inh: 1.5; KCC2 mod: -0.551; thrombin 1536: 1.8; FXIIa inh: 19.7; TNF death inh: -5.3; hK5 inh: 6.0; zVAD death inh: -0.1; FXIa inh: 6.2; Hck Nef HTS: 3.5

How did Cc1ccc2oc(-c3cccc(NC(=S)NC(=O)c4cccs4)c3)nc2c1 do in these assays?
Rad51 HR inh: -6.3; KCC2 mod: 7.75*; thrombin 1536: -3.1; FXIIa inh: 8.7; TNF death inh: 0.7; hK5 inh: -3.8; zVAD death inh: -0.3; FXIa inh: 4.2; Hck Nef HTS: 2.5

What do the screens show for `O=C(N/N=C/c1ccncc1)/C(=C/c1ccccc1)NC(=O)c1ccccc1`?
Rad51 HR inh: -14.8; thrombin 1536: -2.2; FXIIa inh: 4.0; TNF death inh: -2.4; hK5 inh: 4.7; zVAD death inh: 0.1; FXIa inh: 2.3; Hck Nef HTS: 1.2

How did Cc1ccccc1NC(=O)c1nc[nH]c1C(=O)NCc1ccccc1 do in these assays?
Rad51 HR inh: 3.1; KCC2 mod: 0.633; thrombin 1536: -3.6; FXIIa inh: 13.2; TNF death inh: -3.5; hK5 inh: -11.5; zVAD death inh: 0.4; FXIa inh: -0.3; Hck Nef HTS: 0.1

What do the screens show for `CCCn1c(SCC(=O)Nc2cccc(S(=O)(=O)N(C)C)c2)nc2ccccc2c1=O`?
KCC2 mod: 3.57; thrombin 1536: -2.3; FXIIa inh: 7.5; TNF death inh: 2.7; hK5 inh: 3.5; zVAD death inh: -0.6; FXIa inh: 4.1; Hck Nef HTS: 18.4

What do the screens show for `CC(C)(C)N(Cc1cc2ccccc2[nH]c1=O)C(=O)C1CCCCC1`?
KCC2 mod: 0.105; thrombin 1536: 1.6; FXIIa inh: 15.8; TNF death inh: -2.4; hK5 inh: -5.5; FXIa inh: 5.7; Hck Nef HTS: -3.4

What do the screens show for `Cc1ccc(N2C(=O)N(CC(=O)N(C)Cc3ccccc3)C(=O)C2C)cc1` (stereo not drawn)?
KCC2 mod: -2.13; thrombin 1536: -3.3; FXIIa inh: 6.7; TNF death inh: -2.3; hK5 inh: 0.8; zVAD death inh: -0.1; FXIa inh: -6.5; Hck Nef HTS: -4.0

How did O=C(COc1ccccc1)NC1CCCCC1 do in these assays?
Rad51 HR inh: -5.1; KCC2 mod: 0.214; thrombin 1536: -3.1; FXIIa inh: 1.3; TNF death inh: 2.4; hK5 inh: -10.6; zVAD death inh: 0.4; FXIa inh: -2.1; Hck Nef HTS: 2.1

Results for CCOc1cccc(C(=O)Nc2nnc(-c3ccco3)s2)c1 ?
Rad51 HR inh: -5.3; KCC2 mod: -0.0336; thrombin 1536: -5.0; FXIIa inh: 3.2; TNF death inh: -0.4; hK5 inh: 1.6; zVAD death inh: 0.5; FXIa inh: -0.9; Hck Nef HTS: 3.7

How did Cc1cc(C)nc(/N=C(/NC(=O)Nc2ccc(Cl)c(Cl)c2)Nc2cccc(Cl)c2)n1 do in these assays?
Rad51 HR inh: -0.8; KCC2 mod: 0.425; thrombin 1536: -6.4; FXIIa inh: 7.7; TNF death inh: 0.5; hK5 inh: -5.5; zVAD death inh: 3.1; FXIa inh: 3.9; Hck Nef HTS: 1.7

Results for CC1=CC=CN2CC(O)CN=C12 (stereo not drawn) ?
thrombin 1536: 23.6; FXIIa inh: 21.5; TNF death inh: -0.5; hK5 inh: 35.4; zVAD death inh: 1.2; FXIa inh: 6.1; Hck Nef HTS: 0.8

What do the screens show for `CC(=O)N1N=C(c2ccccc2)CC1c1cn(Cc2ccccc2)c2ccccc12` (stereo not drawn)?
Rad51 HR inh: 2.5; KCC2 mod: -0.638; thrombin 1536: -10.9; FXIIa inh: -3.4; TNF death inh: 2.3; hK5 inh: -3.1; zVAD death inh: 1.3; FXIa inh: -11.9; Hck Nef HTS: 1.4

How did CCOc1ccc(N=C(NN)c2ccc3ccccc3n2)cc1 do in these assays?
Rad51 HR inh: 0.0; KCC2 mod: 0.533; thrombin 1536: -13.9; FXIIa inh: 0.6; TNF death inh: 0.9; hK5 inh: -9.2; zVAD death inh: 1.1; FXIa inh: -4.3; Hck Nef HTS: -4.4

Reprinted at random: three records from the list.
What do the screens show for `CCCn1c(SCC(=O)Nc2cccc(S(=O)(=O)N(C)C)c2)nc2ccccc2c1=O`?
KCC2 mod: 3.57; thrombin 1536: -2.3; FXIIa inh: 7.5; TNF death inh: 2.7; hK5 inh: 3.5; zVAD death inh: -0.6; FXIa inh: 4.1; Hck Nef HTS: 18.4

What do the screens show for `Cc1ccc(N2C(=O)N(CC(=O)N(C)Cc3ccccc3)C(=O)C2C)cc1` (stereo not drawn)?
KCC2 mod: -2.13; thrombin 1536: -3.3; FXIIa inh: 6.7; TNF death inh: -2.3; hK5 inh: 0.8; zVAD death inh: -0.1; FXIa inh: -6.5; Hck Nef HTS: -4.0

Results for CC1=CC=CN2CC(O)CN=C12 (stereo not drawn) ?
thrombin 1536: 23.6; FXIIa inh: 21.5; TNF death inh: -0.5; hK5 inh: 35.4; zVAD death inh: 1.2; FXIa inh: 6.1; Hck Nef HTS: 0.8

These rows are one share of the data. The share of hits here may be higher or lower than overall.
